RBX1-CUL1 inh = inhibitors of human ROC1-CUL1 ubiquitin ligase activity; P62877+Q13616; in vitro K48 di-Ub FRET, acceptor:donor ratio, 45 min; inhibition, % at 10 µM; 140,000 tested, 0.6% active; AID 1347404; in the data active means inhibition above about 25%
Target sequence (P62877 whole entry, looked up): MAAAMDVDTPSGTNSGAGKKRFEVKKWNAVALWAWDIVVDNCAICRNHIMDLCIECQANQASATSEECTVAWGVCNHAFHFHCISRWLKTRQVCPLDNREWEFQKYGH
Target sequence (Q13616 whole entry, looked up): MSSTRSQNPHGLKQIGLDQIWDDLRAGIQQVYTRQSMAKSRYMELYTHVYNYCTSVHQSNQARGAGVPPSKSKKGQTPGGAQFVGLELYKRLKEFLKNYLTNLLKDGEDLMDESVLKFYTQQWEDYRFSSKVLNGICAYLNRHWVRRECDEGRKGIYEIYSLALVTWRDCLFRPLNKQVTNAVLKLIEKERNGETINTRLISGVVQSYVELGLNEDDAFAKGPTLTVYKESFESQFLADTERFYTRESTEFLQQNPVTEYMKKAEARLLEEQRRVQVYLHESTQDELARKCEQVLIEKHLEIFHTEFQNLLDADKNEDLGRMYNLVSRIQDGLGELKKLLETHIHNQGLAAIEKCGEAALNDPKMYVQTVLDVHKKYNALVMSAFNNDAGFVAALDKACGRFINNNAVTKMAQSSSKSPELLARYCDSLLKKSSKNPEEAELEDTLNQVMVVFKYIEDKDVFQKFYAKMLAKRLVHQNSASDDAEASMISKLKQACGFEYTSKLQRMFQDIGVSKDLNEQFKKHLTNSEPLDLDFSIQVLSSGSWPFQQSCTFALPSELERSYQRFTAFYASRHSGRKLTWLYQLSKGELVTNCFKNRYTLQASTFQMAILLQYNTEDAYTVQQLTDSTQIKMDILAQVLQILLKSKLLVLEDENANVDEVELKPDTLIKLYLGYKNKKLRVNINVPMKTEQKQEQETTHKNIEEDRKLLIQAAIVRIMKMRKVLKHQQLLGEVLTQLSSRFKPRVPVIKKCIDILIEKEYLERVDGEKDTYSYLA
* hit, by the source's call. A portion of the library. The share of hits here may be higher or lower than overall.

SMILES	RBX1-CUL1 inh
CCCOc1ccc([C@@H]2C3CN(C(C)C)CC=C3C(C#N)C(=N)C2(C#N)C#N)cc1OC (stereo partly specified)	6
CCOCCCNc1nc2ccccc2n2c(CC)nnc12	9
COc1ccccc1NC(=O)CSc1ncc2c(n1)-c1cc(Cl)ccc1N(C)S2(=O)=O	-8
CN(C)c1ccc(C(=NNc2nc(-c3ccc(Cl)cc3)cs2)c2ccc(N(C)C)cc2)cc1	3
CCOC(=O)c1c(C)n(CCc2ccccc2)c2ccc(OC)cc12	6
CN(c1ccc(C(=O)Nc2cccnc2)cc1)S(C)(=O)=O	2
Cc1ccc(NC(=O)CCNS(=O)(=O)c2cccc3nsnc23)cc1	-9
O=c1oc2c(cc(NS(=O)(=O)c3ccc(Br)cc3)c3ccccc32)s1	2
CNC(=O)c1cccc(OCCOc2ccccc2)c1	0
Cn1cc(CNC(=O)/C=C/c2ccc(Cl)cc2)cn1	-4
COc1cc(CN2CCN(C)CC2)ccc1OCC(O)CN1CCSCC1 (stereo unspecified)	1
CN1C(=O)COc2ccc(C(=O)c3oc4ccc(Br)cc4c3-c3ccnn3-c3ccccc3)cc21	2
Clc1cc2nc(-c3cccs3)[nH]c2cc1Cl	-3
CCOc1ccccc1NC(=O)Cn1c(=O)n(Cc2ccccc2)c(=O)c2c1c1cc(C)ccc1n2C	-7
O=C(Nc1cccc(Cl)c1)N1CCSc2ccccc21	-12
Cc1ccc(S(=O)(=O)C2=CCC(C(C)(C)C)CC2)cc1 (stereo unspecified)	-2
COc1ccccc1-c1nn(CCC(=O)Nc2ccc(C)cc2)c2nc(C)cc(C)c12	-15
CC(Oc1ccc(Cl)cc1)C(=O)N1CCCC1 (stereo unspecified)	-3
CCOCC(O)CNc1nncc(-c2ccc(C)o2)n1 (stereo unspecified)	-10
CC(=O)Nc1ccc(C(=O)CSc2nnc(-c3ccccc3)n2-c2ccccc2)cc1	-1
C=CCOc1ccc(C2C(C(=O)OCC)=C(C)N=c3s/c(=C/c4cccc(O)c4)c(=O)n32)cc1OCC (stereo unspecified)	1
Cc1ccc2c(c1)c1c3n2CCN(Cc2ccccc2)C3CCC1 (stereo unspecified)	7
Cc1ccc(CCNC(=O)c2ccc3c(c2)nc2n3CCC(C)C2)cc1 (stereo unspecified)	5
CC(=Nc1cccc2ccccc12)C1C(=O)CC(c2ccccc2)CC1=O (stereo unspecified)	5
O=C1CCC(c2ccccc2)(C2CCN(Cc3ccccc3)CC2)C(=O)N1 (stereo unspecified)	-7
O=c1c(=NNc2cc(C(F)(F)F)cc(C(F)(F)F)c2)c(=O)c2ccccc12	-3
CCc1ccc(C2CC(=O)c3c([nH]c(C(=O)OC4CCCC4)c3C)C2)cc1 (stereo unspecified)	0
CC1=[N+](CC(=O)NC(C)(C)C)CCc2ccccc21	-10
Cc1ccccc1C(=O)N1CCCC(CCC(=O)N2CCN(c3ccccn3)CC2)C1 (stereo unspecified)	6
O=C1c2oc3ccccc3c(=O)c2C(c2ccc(Br)cc2)N1c1ccccn1 (stereo unspecified)	-6
ClC1c2ccccc2OC2(CCCCC2)C1Cl (stereo unspecified)	0
Cc1ccc(C(=O)Oc2ccc(Br)cc2C(=S)N2CCOCC2)cc1	-16
CCOc1cc(CNC(C)C)c(Cl)cc1OCC(=O)NCCc1ccccc1	-4
O=C1/C(=C/c2c(Cl)ccc([N+](=O)[O-])c2Cl)Sc2ccccc21	2
COc1ccc(CN2C(=O)C3C(=NC2=S)c2ccccc2CC32CCCCC2)cc1 (stereo unspecified)	-8
Clc1ccc(NCc2ccc3c(c2)OCO3)cc1Cl	6
N#C/C(=C\c1ccc(I)cc1)C(N)=O	-8
COc1ccc(S(=O)(=O)N2CCCCC2)cc1C(=O)N1CCCCCC1	9
Cc1ccc(Cl)cc1-n1c(SCC(=O)NCc2ccccc2)nc2n[nH]c(C)c2c1=N	-4
O=C(NCc1cccn1Cc1ccccc1)Nc1ccc(Br)cc1F	3
COc1ccc(CN2CCNC(=O)C2CC(=O)NCCN2CCCCC2=O)c(OC)c1 (stereo unspecified)	6
O=C(CCCn1nnnc1CN1CCOCC1)NCc1ccc(F)c(F)c1	1
CCOc1ccc(CNC(=O)C2Cc3ccccc3N2C(=O)CC)cc1 (stereo unspecified)	-5
CCN(CC)c1ncccc1CNCc1ccc(C)o1	-1
Nc1c(-c2ccccc2)nc2ccccn12	0
Nc1nc(-c2cc3cc(Br)cc(Br)c3oc2=O)cs1	2
CC(C)c1ccc(NC(=O)CN(C2CCCCC2)S(C)(=O)=O)cc1	1
Cc1ccc2c(c1)CN(CC(=O)NCc1nc3c(s1)CCCC3)CC(c1ccsc1)O2 (stereo unspecified)	5
COc1cccc(CN2C(=O)NC(C)(C3CCN(C(=O)/C=C/C(C)C)CC3)C2=O)c1OC (stereo unspecified)	3
CCN1CC(CN(C)c2nc3nonc3nc2NCc2cccs2)CC1=O (stereo unspecified)	1
O=C1OC2=C(C(=O)C1Cc1ccccc1)c1ccccc1CC2 (stereo unspecified)	-10
O=C(Nc1ccccc1)c1ccc[nH]1	-8
O=S(=O)(O)CCCSc1ccccc1	-10
Cc1sc2nc(SCCN3CCCCC3)n(-c3ccccc3)c(=O)c2c1C	1
Cc1cc(S(=O)(=O)N2CCOCC2)ccc1Cl	-6
CCc1ccc(C(=O)COC(=O)c2ccc(COc3ccc(Br)cc3)cc2)cc1	6
O=C(Nc1ccc(S(=O)(=O)N2CCCC2)cc1)c1ccc(COc2ccc3c(c2)CCC3)cc1	-6
CCOc1ccc(CN(C(=O)c2nc(SC)ncc2Cl)C2CCS(=O)(=O)C2)cc1 (stereo unspecified)	-7
CCN(CC)C(=O)C1CCCN(C2CCN(C3Cc4ccccc4C3)CC2)C1 (stereo unspecified)	1
COc1ccccc1CNC(=O)Cn1nc(C)n2cccc2c1=O	-5

Additional structures.
SMILES	RBX1-CUL1 inh
COc1ccc(-n2c(SCC(=O)OC3CCCCC3)nnc2-c2cccnc2)cc1	0
COc1ccc(C2C3SC(=O)N=C3SC3C4CCC(C4)C32)cc1 (stereo unspecified)	-1
COc1cc(C(=O)Nc2nc3c(s2)Cc2c(Br)ccc(OC)c2-3)cc(OC)c1OC	1
CC(C)c1nn2c(=O)cc(COC(=O)CNC(=O)c3ccccc3Cl)nc2s1	3
O=C(NCCc1ccc(Cl)cc1)c1nc(-c2cccc(F)c2)n2c1CCCCC2	-3
COc1cccc(CN2C[C@@H]3C[C@@H](c4ccc(C)o4)N4CCC[C@@]34C2=O)c1	-4
COc1cccc(-n2nc3c(c(C)nn4cnnc34)c2C)c1	-7
COc1cccc(NC(=O)C2CCN(S(=O)(=O)c3c(C)noc3/C=C/c3cccs3)CC2)c1	0
CCC(=O)Nc1ccc(-c2ccc(-c3ccccc3)cc2)cc1[N+](=O)[O-]	0
O=C(CSC(=O)c1ccccc1)OCc1nc(-c2ccccc2)oc1COC(=O)CSC(=O)c1ccccc1	3
CN(C)S(=O)(=O)n1cc(CC(=NC(=O)c2ccccc2F)C(=O)NCCCn2ccnc2)c2ccccc21	-3
Cc1ccc(S(=O)(=O)c2cn(Cc3ccccc3)c3cc(N4CCCCC4)c(F)cc3c2=O)cc1	-3
CCOC(=O)C1C(C)=NC(=S)NC1c1ccc(OC)c(COc2ccc(F)cc2)c1 (stereo unspecified)	-1
CNS(=O)(=O)c1ccc(Cl)nc1	-7
CC(C)(C)C(=O)Cn1c(=O)n(CCCCCC(=O)NCc2ccc3c(c2)OCO3)c(=O)c2sccc21	2
O=C(O)CCC(=O)NCCNC(=O)C1CCCNC1=O (stereo unspecified)	-2
O=C(CS(=O)(=O)c1cccc2nsnc12)Nc1ccccc1	-7
CC(C)(C)C(=O)NCCN1CCN(C(=O)C(C)(C)C)CC1	-2
Fc1ccc(-c2[nH]ncc2CNc2cc(C3CCNCC3)ncn2)cc1	4
CCOC(=O)C1C(c2ccc(Cl)cc2)C(C#N)C(SCC(N)=O)=NC1(O)c1ccccc1 (stereo unspecified)	11
CCc1cc2c(=O)n(-c3ccc(Cl)cc3)c(SCC(=O)c3ccc(OC)cc3)nc2s1	4
CN(C)C(=O)CSc1nc(-c2ccccc2)cs1	-4
CCOc1ccc(Nc2nc3c(S(=O)(=O)c4ccc(CC)cc4)nnn3c3ccc(Cl)cc23)cc1	-1
Cc1ccc(NC(=O)CCCn2c(=O)c3cccn3c3cccnc32)c(C)c1	8
CC1=Nn2c(nnc2-c2ccc(N(C)C)cc2)SC1	9
CC(=O)N1CCCC1c1nc2ccccc2n1Cc1cc(C)ccc1C (stereo unspecified)	11
O=C(NCCc1csc(-c2cccnc2)n1)c1cccc(Cl)c1	-2
CC(C)Cc1ccc(CN2CC[C@@H](N3CCN(c4ccccn4)CC3)[C@H](O)C2)s1	-4
CCNS(=O)(=O)c1c(C)cc(C)c(N(C)S(C)(=O)=O)c1C	3
COc1ccc(C)cc1S(=O)(=O)Nc1c(F)cccc1F	-3
COc1ccc(OC)c(C(=S)N2CCOCC2)c1	-1
COc1ccc(C(C2C(=O)N=C(SC)N(C)C2=O)C2C(=O)N=C(SC)N(C)C2=O)cc1O (stereo unspecified)	-1
Cc1ccc(N=CC(C(=O)c2cccs2)C(=O)C(F)(F)F)cc1Cl (stereo unspecified)	-2
CCNC(=O)c1ccc2c(c1)nc1n2CCCCC1	-7
Cc1sc(C)c(-c2c(C)sc(C)c2C)c1C	-1
COc1cc(C(C)=O)ccc1OCc1cc(C(=O)NC2CCOCC2)no1	6
CC(=O)NS(=O)(=O)c1ccc(NC(=S)NC(=O)Cc2cccc3ccccc23)cc1	-8
Cc1cc(C)c(S(=O)(=O)N=C2N=CCS2)c(C)c1	7
CC(=O)N1CCCc2cc(S(=O)(=O)N3CCC(C(=O)NCc4ccc(C)cc4)CC3)ccc21	-3
Cc1ccc(S(=O)(=O)Nc2ccccc2-c2ccccc2NS(=O)(=O)c2ccc(C)cc2)cc1	7
CCCOc1cccc(C2c3c(oc4ccccc4c3=O)C(=O)N2c2nncs2)c1 (stereo unspecified)	-8
COCC1CCN(Cc2c(C(=O)N3CCCCCC3)nc3cc(C)ccn23)CC1	3
CCCOc1cccc(C(=O)NCC2CCCO2)c1 (stereo unspecified)	1
CCCNC(=O)c1cccc(NS(C)(=O)=O)c1C	12
O=C(N=Nc1c(O)[nH]c2ccccc12)c1ccccc1N(Cc1ccccc1)S(=O)(=O)c1ccccc1	3
NS(=O)(=O)c1ccc(N=CC2C(=O)OC3(CCCCC3)OC2=O)cc1	1
Cc1cc(N=C2NC(=O)/C(=C\c3ccc(Br)o3)S2)ccc1Cl	4
N#Cc1c(NC(=O)CSc2ncnc3c2cnn3-c2ccc(F)cc2)sc2c1CCCC2	-15
Cc1cc(C)cc(OCc2ccc(C(=O)Nc3ccccc3F)o2)c1	-1
CC(=O)N(C)c1ccc(NC(=O)c2c(C)noc2C)cc1	-10
CC(C)(C)NS(=O)(=O)c1ccc(NC(=O)c2cccc(I)c2)cc1	-4
COc1ccc(-c2cc(-c3ccc(C)cc3)nc3sc(C(=O)Nc4cccc(Cl)c4C)c(N)c23)cc1OC	1
Cc1ccc(Cl)cc1N1CCN(C(=O)c2ccc3c(c2)N(Cc2ccc(F)cc2)CCS3)CC1	-1
CCOc1ccc2nc(N3CCCC(C(=O)NCCCn4cccn4)C3)nc(C)c2c1 (stereo unspecified)	7
O=C1NN=CC(=N/N=C\c2cccnc2)C1Cl (stereo unspecified)	8
COc1cc(Nc2nc3c(S(=O)(=O)c4ccccc4)nnn3c3ccc(Cl)cc23)cc(OC)c1	-1
Cc1nn(C)c(C)c1CN(C)C(=O)c1coc(COc2cccc3cccnc23)n1	11
O=C(CCc1ccccc1)NNC(=O)c1ccccc1C(=O)O	-2
Cc1c(/C=C(\C#N)C(=O)Nc2cccc(Cl)c2)c2ccccc2n1Cc1ccccc1Cl	0
COc1ccc(/C=C/C(=O)Oc2ccc3c(c2)C(C)=CC(C)(C)N3)cc1OC	-1

Later entries.
SMILES	RBX1-CUL1 inh
O=C(Nc1cccc(NC(=O)C2CC2)c1)C1CC1	-2
CCOc1cc(C)c(C(C)C)cc1S(=O)(=O)n1nc(C)cc1C	-1
Cc1cccc(N(CC(=O)Nc2ccc3c(c2)OCO3)S(C)(=O)=O)c1C	8
Cc1ccc(S(=O)(=O)N(CC(O)Cn2c3ccc(Cl)cc3c3cc(Cl)ccc32)c2ccccc2)cc1 (stereo unspecified)	6
COc1ccc(S(=O)(=O)N2CCN(c3ccc(F)cc3)CC2)cc1-c1noc(C)n1	5
CCN1CCN(C(=O)CCC2CCN(C(=O)Cc3ccc(OC)c(OC)c3)CC2)CC1	8
Cc1cccc(-c2noc(CN(C(=O)COc3ccc(Br)cc3C)C(C)C)n2)c1	-3
